Source: PubChem (several laboratories)
aDG glyco up – alpha-DG glycosylation activation. Pro5-aDG cells, alpha-DG glycosylation AlphaScreen (IIH6); 0% Pro5, 100% B10-LARGE cell signal. activation, % at 10 µM. 360,000 compounds, 0.22% hits. AID 624168;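 active = activation of at least 8% versus controls, or a plate z-score of at least 8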;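 note: Pro5 are CHO cells carrying HIG-tagged alpha-DG that lacks glycosylation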
MC4R barr agon – human MC4R agonism via beta-arrestin | P32245 | U2OS MC4R beta-arrestin complementation, luminescence; percent of melanotan II response, DMSO zero | activation, % at 8.9 µM | 360,000 compounds, 0.98% hits | AID 540308;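 active = activation above a per-plate cutoff, the mean activation of sample wells on that plate plus 3 SD, cut at about 8% in these data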
Exocytosis inh – blocks lytic granule exocytosis; TALL-104 LAMP-1 surface exposure, flow cytometry; cells stimulated with thapsigargin and PMA; inhibition, % at 10 µM; 360,000 compounds, 0.66% hits; AID 651702;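 active = inhibition above about 55%, limit read from the data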
Glyco luc inh – blocks N-linked glycosylation in D54 reporter cells | D54 ERlucT glycosylation luciferase reporter, 24 h; percent of 100 nM tunicamycin response | reporter increase, % at 12.5 µM | 360,000 compounds, 0.23% hits;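 active = mean luciferase reporter signal, scaled so untreated is 0 and the glycosylation-blocking control 100, at or above a set limit in every replicate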;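 note: luciferase carries N-glycosylation sites so blocking glycosylation raises the light; 0% = median of neutral control wells and 100% = median of 100 nM tunicamycin wells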
iPSC survival up – hiPSC single-cell survival enhancement. ATPlite luminescence; 100% = ROCK inhibitor wells, 0% = DMSO. survival enhancement, % at 20 µM. 360,000 compounds, 0.044% hits; in the data active = survival enhancement above about 18%;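 note: cells exposed to compounds for 16 hours before the ATP read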
ABHD5-PLIN5 inh – ABHD5-PLIN5 protein interaction inhibition; Split G. princeps luciferase complementation, luminescence, 4 h; inhibition, % at 4 µM; AID 602281; 360,000 compounds, 0.78% hits;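 active = inhibition above the mean inhibition across every tested compound plus 3 SD, cut at about 22% in these data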;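 note: 0% = DMSO only wells and the 100% control is not disclosed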
Target sequence (Q00G26 whole entry, looked up): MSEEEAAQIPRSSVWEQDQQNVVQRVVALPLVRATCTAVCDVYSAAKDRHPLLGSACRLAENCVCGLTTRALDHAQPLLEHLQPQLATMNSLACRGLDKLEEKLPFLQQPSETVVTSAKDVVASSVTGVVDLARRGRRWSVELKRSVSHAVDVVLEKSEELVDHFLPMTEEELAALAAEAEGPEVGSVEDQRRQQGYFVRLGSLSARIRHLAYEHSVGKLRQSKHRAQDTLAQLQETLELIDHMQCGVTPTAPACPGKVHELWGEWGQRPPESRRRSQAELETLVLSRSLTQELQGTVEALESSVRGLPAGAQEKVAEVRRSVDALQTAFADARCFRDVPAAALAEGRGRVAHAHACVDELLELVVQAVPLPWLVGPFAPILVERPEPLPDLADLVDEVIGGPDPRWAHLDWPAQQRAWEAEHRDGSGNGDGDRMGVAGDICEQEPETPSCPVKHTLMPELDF
Target sequence (Q8WTS1 whole entry, looked up): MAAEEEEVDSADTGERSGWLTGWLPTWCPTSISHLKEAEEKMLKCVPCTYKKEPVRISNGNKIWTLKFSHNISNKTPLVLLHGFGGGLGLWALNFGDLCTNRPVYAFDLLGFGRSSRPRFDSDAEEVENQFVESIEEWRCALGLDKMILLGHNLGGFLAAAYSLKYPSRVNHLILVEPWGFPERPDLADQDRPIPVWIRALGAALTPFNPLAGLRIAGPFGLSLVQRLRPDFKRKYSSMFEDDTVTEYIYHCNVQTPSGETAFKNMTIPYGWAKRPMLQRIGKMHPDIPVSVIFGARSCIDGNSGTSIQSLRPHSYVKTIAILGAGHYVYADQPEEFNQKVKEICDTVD
ABCB6 inh MLPCN – inhibitors of human ABC transporter ABCB6 | Q9NP58 | K562-ABCB6 porphyrin accumulation, flow cytometry, 1 h; hits give low values | fluorescence ratio to DMSO, % at 10 µM | 360,000 compounds, 0.19% hits | AID 602162;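 active = fluorescence ratio to DMSO below 75%, the collection mean minus 3 SD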;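 note: signal is porphyrin accumulated inside mitochondria; 100% equals median channel fluorescence of DMSO control wells; lower ratio means ABCB6 inhibition with less porphyrin fluorescence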
H9c2 protect – protects H9c2 cardiomyocytes from peroxide injury | H2O2 injury protection, ATPLite, 2 h | protection from H2O2 cell death, % at 20 µM | 360,000 compounds, 0.63% hits | AID 588492;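 active = compounds giving at least 50% protection of heart cells from peroxide-induced death in the single-dose screen, raw or plate-pattern-corrected value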;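 note: 0% = DMSO wells with peroxide and 100% = DMSO wells without peroxide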
MC4R antagonist – human MC4R antagonism in cAMP assay | MC4R-expressing cells, MTII-stimulated cAMP, LANCE TR-FRET | P32245 | inhibition, % at 6.5 µM | 360,000 compounds, 0.48% hits;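 active = inhibition above its plate's cutoff, the mean of tested wells on that plate plus 3 SD, cut at about 29% in these data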;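 note: 0% = Melanotan II alone and 100% = Melanotan II plus saturating MCL0020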
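System – human MC4R-expressing U2OS cells · Also added – Melanotan II · Dosing – one concentration, 6.5 µM nominal · Timing – 30-min compound, 1-h challenge, 1-h detection, room temperature · Measured by – Eu-cAMP/anti-cAMP TR-FRET, emission 671 nm · Replicates – singlicate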
m5-HT2A agonist – activates the mouse 5-HT2A serotonin receptor. P35363. CHO-K1 mHTR2A beta-arrestin complementation, luminescence; percent of 30 µM serotonin response. activation, % at 7.6 µM. 360,000 compounds, 0.66% hits. AID 624169;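 active = activation above a run cutoff, the mean activation of all tested compounds plus 3 SD, cut at about 14% in these data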;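 note: 0% = plate median of compound wells and 100% = 30 µM serotonin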
Active calls of the source: *; / = no result given.

SMILES	aDG glyco up	MC4R barr agon	Exocytosis inh	Glyco luc inh	iPSC survival up	ABHD5-PLIN5 inh	ABCB6 inh MLPCN	H9c2 protect	MC4R antagonist	m5-HT2A agonist
C[C@@H]1COC(=O)[C@H](Cc2ccc(F)cc2)CC/C=C/C[C@@H](CC(=O)N[C@@H](CO)Cc2ccccc2)C(=O)N1	0.2	-1.4	3	2	-2.2	5	94	2	3	-1
Cc1cc(C)n(CC(=O)NNC(=O)COc2ccc(Cl)cc2Cl)n1	0.4	-1.2	4	2	0.2	6	97	5	0	1
Cc1nc2c(C(=O)NCc3ccco3)cnn2c(C)c1Cc1ccc(F)cc1Cl	0.5	-1.7	0	0	0.1	9	72*	5	9	1
COc1ccc(NC(=O)CN2C(=O)NC3(CCCCC3C)C2=O)cc1S(=O)(=O)N1CCOCC1 (stereo not drawn)	0.0	-1.8	-2	11	0.0	6	93	2	-2	8
O=C(NC1CCCC1)C(=O)c1c[nH]c2ccccc12	0.0	-3.1	1	-1	0.2	8	97	-2	1	3
CCC(=O)c1cc(F)ccc1OCC(=O)N1CCN(c2ccc(F)cc2)CC1	1.3	-0.2	-2	0	0.2	2	94	-1	2	-7
Nc1nc(SCc2ccc(Cl)cc2Cl)c2ncn(C3OC(CO)C(O)C3O)c2n1 (stereo not drawn)	5.4	-0.9	4	-1	-0.9	9	100	3	-2	-2
CCc1nc2ccc(C(=O)N3CCN(S(=O)(=O)CC)CC3)cn2c1N(C=O)Cc1ccc(OC)cc1	0.0	2.5	2	0	2.0	-3	100	-2	11	-3
CN1CCC(=NNC(=O)C(=O)NC2CCCCC2)CC1	0.0	0.8	-1	0	-0.6	-9	104	-3	8	5
COc1ccc(CN2CCNC(=O)C2CC(=O)NCCCC2CCCC2)c(C)c1C (stereo not drawn)	0.2	-1.3	2	0	-0.3	-4	98	-8	3	-6
NS(=O)(=O)c1ccc(NC(=O)CCC2CCCCC2)cc1	-0.2	1.8	2	-3	0.1	1	100	-3	5	0
COc1cc(NC(=O)C(C)Oc2ccccc2)c(C(=O)O)cc1OC (stereo not drawn)	-0.3	-1.4	0	0	1.7	-6	95	10	8	1
CN(Cc1ccccc1)CC(O)COc1ccc(CNCc2cc3ccccc3s2)cc1 (stereo not drawn)	4.3*	7.1	24	0	-0.2	4	97	-16	13	-6
Cc1sc2nc(C(C)Nc3ccccc3N3CCOCC3)[nH]c(=O)c2c1C (stereo not drawn)	-0.5	0.2	-3	-2	2.2	-6	101	7	7	2
CC1S/C(=N/N=C/c2cccs2)NC1=O (stereo not drawn)	-0.1	-0.8	2	1	-0.2	7	104	5	9	4
Cc1nnc(SCC(=O)Nc2ncc(Cc3ccc(F)cc3)s2)n1N	-0.2	-0.3	1	-1	-1.2	5	89	-22	4	2
CC(C)CCN(C(=O)CCSc1ccc(F)cc1)c1c(N)n(Cc2ccccc2)c(=O)[nH]c1=O	0.0	-1.0	-2	-1	-0.3	5	94	3	0	2
CN(Cc1ccccc1)C(=O)c1ccc(NC(=O)Cc2ccc(NC(=O)C3CCCN(S(=O)(=O)c4cccc([N+](=O)[O-])c4)C3)cc2)cc1 (stereo not drawn)	-0.4	-2.9	-1	-3	0.5	-5	99	-8	4	4
CCCN1CCC(NC(=O)CC2C(=O)NCCN2Cc2ccccc2C)CC1 (stereo not drawn)	0.1	0.1	23	/	-0.1	4	104	1	1	5
Cc1ccc(CSCCC(=O)NCCc2ccc(Cl)cc2)cc1	0.0	8.6*	2	0	0.5	-5	78	5	8	0
O=S(=O)(NCc1cccnc1)c1cccc2cccnc12	-0.2	1.0	0	2	0.1	7	100	-2	6	-1
O=C(COC(=O)C1COc2ccccc2O1)Nc1ccccc1OC(F)F (stereo not drawn)	0.2	-2.2	-11	1	0.0	8	97	-5	-5	3
C/C(=N\NC(=O)CN1CCN(Cc2ccccc2)CC1)c1cccs1	-0.1	-0.8	2	-2	-0.5	1	101	-4	2	0
O=S(=O)(Nc1ccc2c(c1)OCCO2)c1ccc(F)cc1	-0.3	0.3	0	0	-1.9	4	99	0	-1	-7
CCN(CC)S(=O)(=O)c1ccc(NC(=O)C2CCCO2)cc1 (stereo not drawn)	-0.2	4.1	0	1	5.4	0	96	6	-7	1
COc1ccc(CN2CCCCCC2)cc1	-0.1	-1.5	-7	-1	-0.6	4	97	6	6	0
COc1cc(Cl)c(C)cc1NC(=O)c1ccccc1-n1cnnn1	0.1	-2.1	-2	0	-0.2	2	90	1	0	3
COc1cc(C2c3cc4c(cc3OC(NCCc3ccccc3)C2C)OCO4)cc(OC)c1OC (stereo not drawn)	0.0	-1.3	5	16	-2.4	6	100	-2	-44	9
Cc1ccc(C)c(N2C(=O)C3C4C=CC(CC4)C3C2=O)c1 (stereo not drawn)	0.0	-0.6	-2	2	1.8	0	101	5	8	2
C/C(=N\NC(=O)c1ccc(COc2ccccc2)cc1)c1ccncc1	0.0	-2.5	1	-2	0.8	-1	99	-1	12	-5
O=S(=O)(c1ccc(F)cc1)N1CCC(N2CCCC2)CC1	0.2	-0.2	-1	-3	-3.0	-8	97	-1	1	-1
O=C(Nc1ccc(N2CCOCC2)cc1)c1csc([C@@H]2O[C@H](CO)[C@H](O)[C@H](O)[C@H]2O)n1	-0.2	0.3	-5	1	-1.9	0	101	-1	2	2
CC(=O)C1=C(O)C(=O)N(c2ccc(C(=O)O)cc2)C1c1ccc([N+](=O)[O-])cc1 (stereo not drawn)	-0.1	-1.4	2	2	-0.6	0	95	4	0	1
COc1ccc(C(=O)/C=C/Nc2c(C)n(C)n(-c3ccccc3)c2=O)c(OC)c1	-0.2	-3.2	-3	-1	-1.1	3	100	5	7	-6
COc1ccccc1OCc1cc(C(=O)N2CCN(C)C(c3ccccc3)C2)no1 (stereo not drawn)	0.4	-0.8	-9	-3	0.0	-3	102	2	7	1
CC(C)OC(=O)Cn1cnc2ccc(Br)cc2c1=O	-0.1	-0.8	-1	0	-1.1	5	92	-2	1	1
COc1nnc(-c2ccc(N3CCOCC3)c(NC(=O)c3ccccc3)c2)c2ccccc12	0.1	-0.5	6	-6	0.2	-11	103	21	-11	2
Cn1c(Cl)c(/C=N/OC(=O)c2ccccc2Cl)c2ccccc21	0.1	-1.4	-1	0	2.2	-1	96	-19	0	-2
COC(=O)[C@@]1(Cc2ccc(F)cc2)[C@H]2c3cc(C(=O)N4CCCC4)n(C[C@H](O)CO)c3C[C@H]2CN1C(=O)c1ccccc1	2.0	/	-5	/	1.4	6	96	/	/	4
CCCNC(=O)C(Cc1ccccc1F)NC(=O)c1ccccn1 (stereo not drawn)	0.1	-0.1	35	1	4.1	-4	96	6	3	6

Molecules from the list above that contain an aryl methoxy group (10):
SMILES	aDG glyco up	MC4R barr agon	Exocytosis inh	Glyco luc inh	iPSC survival up	ABHD5-PLIN5 inh	ABCB6 inh MLPCN	H9c2 protect	MC4R antagonist	m5-HT2A agonist
COc1ccc(NC(=O)CN2C(=O)NC3(CCCCC3C)C2=O)cc1S(=O)(=O)N1CCOCC1 (stereo not drawn)	0.0	-1.8	-2	11	0.0	6	93	2	-2	8
CCc1nc2ccc(C(=O)N3CCN(S(=O)(=O)CC)CC3)cn2c1N(C=O)Cc1ccc(OC)cc1	0.0	2.5	2	0	2.0	-3	100	-2	11	-3
COc1ccc(CN2CCNC(=O)C2CC(=O)NCCCC2CCCC2)c(C)c1C (stereo not drawn)	0.2	-1.3	2	0	-0.3	-4	98	-8	3	-6
COc1cc(NC(=O)C(C)Oc2ccccc2)c(C(=O)O)cc1OC (stereo not drawn)	-0.3	-1.4	0	0	1.7	-6	95	10	8	1
COc1ccc(CN2CCCCCC2)cc1	-0.1	-1.5	-7	-1	-0.6	4	97	6	6	0
COc1cc(Cl)c(C)cc1NC(=O)c1ccccc1-n1cnnn1	0.1	-2.1	-2	0	-0.2	2	90	1	0	3
COc1cc(C2c3cc4c(cc3OC(NCCc3ccccc3)C2C)OCO4)cc(OC)c1OC (stereo not drawn)	0.0	-1.3	5	16	-2.4	6	100	-2	-44	9
COc1ccc(C(=O)/C=C/Nc2c(C)n(C)n(-c3ccccc3)c2=O)c(OC)c1	-0.2	-3.2	-3	-1	-1.1	3	100	5	7	-6
COc1ccccc1OCc1cc(C(=O)N2CCN(C)C(c3ccccc3)C2)no1 (stereo not drawn)	0.4	-0.8	-9	-3	0.0	-3	102	2	7	1
COc1nnc(-c2ccc(N3CCOCC3)c(NC(=O)c3ccccc3)c2)c2ccccc12	0.1	-0.5	6	-6	0.2	-11	103	21	-11	2

Carrying on:
SMILES	aDG glyco up	MC4R barr agon	Exocytosis inh	Glyco luc inh	iPSC survival up	ABHD5-PLIN5 inh	ABCB6 inh MLPCN	H9c2 protect	MC4R antagonist	m5-HT2A agonist
Cc1ccccc1N(C(=O)CS(=O)CC(=O)Nc1ccc(F)cc1)C(C)C(=O)NC(C)(C)C (stereo not drawn)	0.0	-0.7	-5	0	-0.5	-1	81	-6	2	-7
FCCCOc1ccc(-c2nccc(-c3ccc(F)cc3)n2)cc1	0.0	2.7	-8	2	-0.1	-2	98	-18	6	-6
O=C(c1cc(COc2ccc(F)cc2F)on1)N1CCCC(c2ccccc2)C1 (stereo not drawn)	0.3	8.1	12	-1	1.6	-2	99	-12	15	-6
Cc1ccc(NC(=O)COC(=O)C2CC2C)c(S(=O)(=O)N2CCCCC2)c1 (stereo not drawn)	-0.1	0.1	-4	-1	-2.7	-11	97	-11	17	3
O=C(CSc1ccc2nnc(-c3ccccn3)n2n1)Nc1ccccc1F	0.0	-3.0	1	5	-0.2	1	101	10	0	-5
CCOC(=O)c1cc2c(c(-c3cccc(C#Cc4ccc(OC)c(OC)c4)c3)n1)[C@@H](CCO)N(S(=O)C(C)(C)C)C2 (stereo partly drawn)	-0.2	/	0	4	0.9	-1	107	20	/	8
CC(NC(=O)C1CCCCC1)c1ccc2c(c1)OCCO2 (stereo not drawn)	-0.3	-0.6	1	0	-2.2	2	96	10	1	2

This is a random part of the collection (roughly 4.5% active in at least one column).
